# ABHD4 inh: ABHD4 inhibitors, primary screen, biochemical, fluorescence polarization, mouse | purified mABHD4, FP-Rh probe fluorescence polarization | inhibition, % at 8.92 µM | actives 0.54% (n = 370,000) | AID 720543, 2013;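 active means inhibition exceeding the mean over every tested compound plus 3 SD, cut at about 30% in these data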;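 further: 0% = plate median of compound wells and 100% = S159A mutant with DMSO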
# Target sequence (Q8VD66 whole entry, looked up): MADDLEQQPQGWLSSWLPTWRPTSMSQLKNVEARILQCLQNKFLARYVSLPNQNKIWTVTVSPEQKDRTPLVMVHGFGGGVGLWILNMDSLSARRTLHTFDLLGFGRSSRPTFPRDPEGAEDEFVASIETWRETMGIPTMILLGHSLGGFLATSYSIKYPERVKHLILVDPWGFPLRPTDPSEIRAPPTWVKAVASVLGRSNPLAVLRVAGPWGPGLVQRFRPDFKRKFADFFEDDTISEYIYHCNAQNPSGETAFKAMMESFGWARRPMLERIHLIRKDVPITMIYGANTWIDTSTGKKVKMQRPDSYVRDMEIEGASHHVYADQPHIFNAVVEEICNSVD
#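 Assay system: wild-type mouse ABHD4 protein; compound: single nominal dose of 8.92 µM, 0.89% DMSO final; schedule: 45 min + 60 min at 25 °C; measured by: FP readout, ex 525 nm / em 598 nm; evaluation: % inhibition of FP-Rh probe binding versus controls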
# GC-B act: human GC-B receptor activators, primary screen, HEK293 GC-B cells, cGMP TR-FRET, EC30 CNP; Atrial natriuretic peptide receptor 2 (Homo sapiens), P20594; 0% at EC30 CNP, 100% saturating CNP; activation, % at 10 µM; actives 0.11% (n = 370,000); AID 1920062, 2024;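 active means activation at 10 µM reaching about 35% in either raw or pattern-adjusted values, limit read from the data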
# MBD2 DNA inh: inhibitors of MBD2 binding to methylated DNA, primary screen, biochemical, TR-FRET, DNA-binding domain, human. Methyl-CpG-binding domain protein 2 (Homo sapiens), Q9UBB5. MBD2 binding to methylated oligonucleotide. inhibition, % at 4.4 µM. actives 0.31% (n = 370,000); in the data active means inhibition above about 13%
# TDP2 inh: human TDP2 enzyme inhibitors, primary screen, biochemical, epi absorbance, recombinant enzyme | actives 0.34% (n = 370,000) | AID 720702, 2013 | T5PNP hydrolysis, p-nitrophenol absorbance 415 nm | Tyrosyl-DNA phosphodiesterase 2 (Homo sapiens), O95551 | inhibition, % at 12.8 µM;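 active means inhibition above the mean of all tested compounds plus 3 SD, set per campaign, cut at about 25% in these data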;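 further: 0% = DMSO with enzyme and 100% = buffer with substrate but no TDP2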
#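 Assay system: Recombinant human TDP2 | Quantity: 120 nM TDP2 per well | Incubation: 2 h at 37 °C | Signal: Epi absorbance | Evaluation: Percent inhibition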
# rCAG binder: binders of r(CAG) RNA repeats, primary screen, biochemical, fluorescence; r(CAG) RNA repeat, TO-PRO-1 dye displacement fluorescence; inhibition, % at 3 µM; actives 1.3% (n = 370,000); AID 651821, 2012;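 active means inhibition above the plate cutoff, the mean of all test compounds on that plate plus 3 SD, cut at about 35% in these data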;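 further: 0% = DMSO alone and 100% = 100 µM mitoxantrone as full dye displacement; higher means more dye released from RNA so lower well fluorescence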
# LEDGF integ inh: blockers of LEDGF/p75-dependent integrase strand transfer – biochemical, TR-FRET, high throughput, primary screen; HIV-1 integrase (with human LEDGF/p75); TR-FRET IN-LEDGF/p75 DNA integration, Eu/Cy5; inhibition, % at 3.7 µM; actives 0.64% (n = 370,000); AID 743269, 2014;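 active means inhibition above the screen-wide mean plus 3 SD, cut at about 13% in these data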;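 further: signal is the Cy5 over europium emission ratio at 671 and 618 nm; 0% = plate median of compound wells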
# SIAE inh: human SIAE inhibitors, primary screen, biochemical, fluorescence polarization, FP-Rh probe, 1536-well HTS; actives 0.69% (n = 370,000); inhibition, % at 9.66 µM; AID 1053197, 2014; SIAE FP-Rh probe binding; Sialate O-acetylesterase (Homo sapiens), Q9HAT2;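 active means inhibition above a cutoff: mean of compounds within the control limits plus 3 SD of those, cut at about 17% in these data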;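 further: 0% = plate median of compound wells and 100% = probe without SIAE protein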
# Target sequence (Q9HAT2 whole entry, looked up): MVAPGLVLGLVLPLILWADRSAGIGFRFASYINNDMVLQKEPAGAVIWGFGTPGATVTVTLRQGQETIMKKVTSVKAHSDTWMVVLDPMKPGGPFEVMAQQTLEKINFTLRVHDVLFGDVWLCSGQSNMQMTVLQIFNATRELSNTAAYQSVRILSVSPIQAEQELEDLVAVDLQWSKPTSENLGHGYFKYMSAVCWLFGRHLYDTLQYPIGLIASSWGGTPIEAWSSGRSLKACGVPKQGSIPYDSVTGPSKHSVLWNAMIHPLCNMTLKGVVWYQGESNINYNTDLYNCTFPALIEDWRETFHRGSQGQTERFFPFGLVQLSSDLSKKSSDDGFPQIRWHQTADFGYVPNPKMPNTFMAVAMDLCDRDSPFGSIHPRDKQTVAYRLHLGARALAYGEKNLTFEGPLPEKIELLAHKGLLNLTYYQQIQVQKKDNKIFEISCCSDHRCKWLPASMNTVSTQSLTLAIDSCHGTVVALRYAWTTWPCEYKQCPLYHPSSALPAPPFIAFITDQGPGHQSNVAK
# HTRA1 inhibitor: HTRA1 serine protease inhibitors, primary screen, biochemical, fluorescence polarization, HTS; inhibition, % at 5.96 µM; Q92743; recombinant HTRA1, FP-rhodamine activity-based probe; actives 0.5% (n = 340,000); AID 504803, 2011; in the data active means inhibition above about 36%;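 further: 0% = enzyme with DMSO and 100% = wells lacking enzyme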
# TCR CD3 inh: inhibitors of human TCR-CD3 interaction, primary screen, biochemical, fluorescence, TAMRA-labeled TCR probe; T-cell receptor (TCR); inhibition, % at 9.4 µM; actives 0.37% (n = 360,000); AID 651800, 2012; in the data active means inhibition above about 19%;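 further: recombinant mutant TCR 2C K166C tagged with TAMRA read by polarization; 0% = receptor in buffer alone and 100% = receptor with positive control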
# PRMT1 FP inh: PRMT1 methyltransferase inhibitors, primary screen, biochemical, fluorescence polarization. Protein arginine N-methyltransferase 1 (Homo sapiens), Q99873. recombinant PRMT1, activity-based probe fluorescence polarization. inhibition, % at 2.79 µM. actives 1.3% (n = 370,000);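 active means inhibition above about 21% made by adding two undisclosed values, limit read from the data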
# * = called active by the depositor; nt = not tested or not shown.
SMILES,ABHD4 inh,GC-B act,MBD2 DNA inh,TDP2 inh,rCAG binder,LEDGF integ inh,SIAE inh,HTRA1 inhibitor,TCR CD3 inh,PRMT1 FP inh
N#C/C(=C(/O)CCl)c1nc(-c2ccccc2)cs1,3,-7,8,-17,42*,-1,-5,-2,-1,17
CC(CCc1ccccc1)NC(=O)c1ccc(-n2cncn2)c([N+](=O)[O-])c1 (stereo unspecified),3,-8,2,10,-1,-2,8,-1,3,1
Cc1cccc2cc(CN(C(=O)c3cccs3)c3ccccc3)c(=O)[nH]c12,-2,-6,3,0,-2,2,-2,0,0,0
CCn1cc(Cl)c(C(=O)NNC(=O)CCn2cc([N+](=O)[O-])cn2)n1,-1,6,-1,0,5,1,-3,11,-2,2
CN(C)/C=C(/C(=O)c1ccc(F)cc1)S(=O)(=O)c1ccc(F)cc1,-3,1,1,-1,10,2,-8,-7,-1,-2
COc1cccc(NC(=O)CN(C)C(=O)c2cc(S(=O)(=O)N3CCCCCC3)ccc2OC)c1,2,0,-3,-6,2,2,0,6,0,-1
CCC(C)NC(=O)Cn1nc([N+](=O)[O-])c(Cl)c1C (stereo unspecified),3,3,-4,3,2,1,-1,0,4,1
O=C(NC1CC1)C1=C[C@@H](c2ccc(C(F)(F)F)cc2)C[C@@H](OCCCCO)O1,3,-2,0,3,3,1,-9,-12,-1,0
O=C(Nc1cc(F)ccc1F)C1CCCN1S(=O)(=O)c1cccc2nsnc12 (stereo unspecified),-2,-1,0,23,0,2,3,4,1,0
COc1ccc(C(=O)N2CCN(c3ccccc3Cl)CC2)cc1S(=O)(=O)NC1CC1,7,7,0,2,-2,-6,-3,-1,-6,1
COc1ccc([N+](=O)[O-])cc1NC(=O)C(C)OC(=O)/C=C/c1ccco1 (stereo unspecified),4,-1,-2,-2,5,-4,-4,-15,-8,2
O=C(NCc1ccccc1)[C@@H]1C[C@H]1[C@@H](NP(=O)(c1ccccc1)c1ccccc1)c1ccccc1,-6,-22,-6,-12,-8,-1,1,-15,-6,-2
COc1ccc(/C=N/Nc2nc(C)cc(-c3ccccc3)n2)cc1OC,4,5,4,-8,0,-4,-1,-8,-5,2
Cc1cc(Br)ccc1NC(=O)c1ccccc1-c1ccccc1,-11,-4,1,7,-3,-2,-5,-32,2,-1
CC(C)(C)c1ccccc1NC(=O)Nc1nc(C(N)c2ccccc2Cl)cs1 (stereo unspecified),-12,1,-1,-5,12,4,-19,nt,-6,1
CCN(CC)C(=O)c1sc2nc(-c3cccs3)cc(-c3ccc(Cl)cc3)c2c1N,-6,-7,-5,6,15,4,-14,-31,3,15
O=C(N1CCOCC1)N1CCN(S(=O)(=O)c2ccc(F)cc2)CC1,2,0,-2,22,-2,0,5,4,10,1
Fc1cccc(Cc2c(C3CCCCC3)nc3c4ccccc4ccn23)c1,-2,-3,11,9,8,-5,2,nt,-5,4
Cc1ccc(C)c(Nc2cc(C(=O)NCc3cccnc3)c3ccccc3n2)c1,-1,-3,-1,-11,1,3,-1,-7,11,-2
O=C(OCC(=O)N1CCN(S(=O)(=O)c2ccc(Cl)cc2)CC1)c1cc(Br)ccc1O,3,-8,-6,4,1,-1,-1,4,2,3
COC(=O)c1c(C)[nH]c(C(=O)C(C)Sc2nnc(-c3cc(OC)c(OC)c(OC)c3)o2)c1C (stereo unspecified),6,3,2,-14,-2,0,3,3,-1,1
Cc1ccccc1-n1nc2c(c1NC(=O)c1cc3ccccc3oc1=O)CS(=O)(=O)C2,2,38*,-5,8,2,1,5,nt,-3,1
CCOC(=O)n1c(O)c(N=NC(N)=S)c2cc(C)ccc21,-2,3,-1,6,5,0,1,6,4,0
O=C(CN1CCN(C(=O)c2ccco2)CC1)Nc1ccc2c(c1)OCO2,3,3,1,4,1,1,-3,4,-1,0
CC1(C)CC(=O)C(N=Nc2ccc(Cl)cc2)=C(O)C1,-4,-4,-4,3,0,2,-2,-3,-1,1
SMILES,ABHD4 inh,GC-B act,MBD2 DNA inh,TDP2 inh,rCAG binder,LEDGF integ inh,SIAE inh,HTRA1 inhibitor,TCR CD3 inh,PRMT1 FP inh
Cc1cc2nc(-c3ccc(SCc4ccc(C(=O)O)cc4)nc3)[nH]c2cc1C,3,0,0,-6,22,1,-31,-13,-2,26*
O=C(NCC1CCCO1)C(c1ccc(F)cc1)N(CC1CCCO1)C(=O)c1ccc(-c2ccccc2)[nH]1 (stereo unspecified),-8,-2,-6,-24,-5,2,-2,0,-4,-3
COc1ccc(CN2CCCC(C(=O)Nc3cccc(-n4cccn4)c3)C2)cc1 (stereo unspecified),5,-1,-1,-10,-1,2,4,-7,4,-2
Cc1ccc(C)c(OCCCCCn2ccnc2)c1,0,-3,-1,-8,-7,2,-2,1,-3,0
Cc1cc[n+](-c2nc3ccccc3nc2[N-]S(=O)(=O)c2cccs2)cc1C,-9,4,-1,-8,4,1,-2,0,-5,5
C/C(=N\NC(=O)Cn1c(-c2ccccn2)nc2ccccc21)c1ccccc1,-8,1,-6,-2,-5,2,-7,-7,8,-3
COc1ccc(CCNC(=O)c2ccc(F)c(S(=O)(=O)N3CCCCC3)c2)cc1,-7,0,-1,-8,2,-2,-5,-12,-4,6
NC(=O)COC(=O)c1cc(S(=O)(=O)N2CCOCC2)ccc1N1CCCCC1,-3,5,1,-11,-4,-5,-6,11,-10,2
Cn1nccc1C(=O)NC1CCCc2c1cnn2-c1ccc(F)cc1F (stereo unspecified),3,2,-1,13,-6,4,2,9,6,-3
N#Cc1nc(-c2ccc([N+](=O)[O-])cc2)oc1N1CCCCC1,0,-2,-6,8,-2,4,7,-2,12,-1
Nc1nonc1C(=O)NCCNCc1cc(Br)ccc1OCc1ccc(F)cc1,-9,-12,4,-17,-3,2,-6,-21,-3,0
CN(CC(O)COCc1ccc2c(c1)OCO2)C1CCCCC1 (stereo unspecified),-1,-10,-1,3,0,3,1,-8,10,-1
CC(C)Oc1ccc(S(=O)(=O)N2CCCCC2)cc1NC(=O)CC1OC(=O)c2ccccc21 (stereo unspecified),-5,0,1,13,5,0,-4,-13,5,1
Cc1ccccc1NS(=O)(=O)c1cc2c3c(c1)CC(=O)N3CCC2,-8,-2,8,-19,13,-5,-7,-3,-1,8
Clc1ccc(-c2nc(N3CCCCC3)nc3ccccc23)cc1,8,-2,-4,6,2,-3,0,-22,2,0
O=C(Nc1ccc2c(c1)OCCO2)c1ccc(Cl)cc1Cl,-5,3,3,9,-2,1,6,-1,7,-3
CN(C(=O)c1ccc(NC(=O)C2CCCN(C(=O)OC(C)(C)C)C2)cc1)C1CC1 (stereo unspecified),1,5,6,2,-7,-1,-2,-6,2,2
COc1cc(C2C3C(=O)N(c4ccccc4)C(=O)C3ON2c2ccccc2)ccc1O (stereo unspecified),7,-3,4,1,0,1,9,-3,-5,2
COc1cc(CNC(=O)CCCCCCC(C)C)ccc1O,-5,3,5,-1,-2,-3,-2,-4,0,3
Cc1noc(C)c1CSCC(=O)N(C)CC(=O)Nc1ccccc1Br,3,2,2,4,-5,-2,4,-3,-8,2
COc1ccc(S(=O)(=O)N2CCC(C(=O)N[C@@H](C)C(=O)N3CCCC3)CC2)cc1,2,4,-1,8,0,5,5,7,2,-6
COc1cc(/C=C(/C#N)C(=O)NCc2ccccc2)cc(OC)c1OC,-4,3,2,8,-6,-1,2,4,2,2
CCOC(=O)[C@H]1[C@H]2COc3ccc(C)cc3[C@@H]2N2C(=O)[C@@H](C)NC(=O)[C@@]12C,3,3,-4,-10,-5,-2,3,0,3,-2
CC(NC(=O)CNC(=O)c1sc2ccccc2c1Cl)c1ccc(S(N)(=O)=O)cc1 (stereo unspecified),-19,-4,-9,0,21,-2,-4,-22,9,1
NC(=O)CSc1ccc(S(=O)(=O)N2CCCCC2)cn1,6,-1,3,9,7,-2,11,13,1,4
O=C1CCC(NC(=O)Cc2ccccc2)C(=O)N1 (stereo unspecified),6,-10,6,4,1,0,5,nt,-7,11
Cc1occc1C(=O)NCCCCNC(=O)c1ccoc1C,-4,3,3,6,0,-1,5,9,7,-1

# Some of these compounds in order of heavy-atom count, largest number first:
SMILES,ABHD4 inh,GC-B act,MBD2 DNA inh,TDP2 inh,rCAG binder,LEDGF integ inh,SIAE inh,HTRA1 inhibitor,TCR CD3 inh,PRMT1 FP inh
O=C(NCc1ccccc1)[C@@H]1C[C@H]1[C@@H](NP(=O)(c1ccccc1)c1ccccc1)c1ccccc1,-6,-22,-6,-12,-8,-1,1,-15,-6,-2
COc1cccc(NC(=O)CN(C)C(=O)c2cc(S(=O)(=O)N3CCCCCC3)ccc2OC)c1,2,0,-3,-6,2,2,0,6,0,-1
COC(=O)c1c(C)[nH]c(C(=O)C(C)Sc2nnc(-c3cc(OC)c(OC)c(OC)c3)o2)c1C (stereo unspecified),6,3,2,-14,-2,0,3,3,-1,1
CCN(CC)C(=O)c1sc2nc(-c3cccs3)cc(-c3ccc(Cl)cc3)c2c1N,-6,-7,-5,6,15,4,-14,-31,3,15
C/C(=N\NC(=O)Cn1c(-c2ccccn2)nc2ccccc21)c1ccccc1,-8,1,-6,-2,-5,2,-7,-7,8,-3
Fc1cccc(Cc2c(C3CCCCC3)nc3c4ccccc4ccn23)c1,-2,-3,11,9,8,-5,2,nt,-5,4
O=C(CN1CCN(C(=O)c2ccco2)CC1)Nc1ccc2c(c1)OCO2,3,3,1,4,1,1,-3,4,-1,0
CCn1cc(Cl)c(C(=O)NNC(=O)CCn2cc([N+](=O)[O-])cn2)n1,-1,6,-1,0,5,1,-3,11,-2,2
Cc1cc(Br)ccc1NC(=O)c1ccccc1-c1ccccc1,-11,-4,1,7,-3,-2,-5,-32,2,-1
Cc1occc1C(=O)NCCCCNC(=O)c1ccoc1C,-4,3,3,6,0,-1,5,9,7,-1
NC(=O)CSc1ccc(S(=O)(=O)N2CCCCC2)cn1,6,-1,3,9,7,-2,11,13,1,4
Cc1ccc(C)c(OCCCCCn2ccnc2)c1,0,-3,-1,-8,-7,2,-2,1,-3,0
O=C1CCC(NC(=O)Cc2ccccc2)C(=O)N1 (stereo unspecified),6,-10,6,4,1,0,5,nt,-7,11

# Whole records as entered above. Order of values: ABHD4 inh	GC-B act	MBD2 DNA inh	TDP2 inh	rCAG binder	LEDGF integ inh	SIAE inh	HTRA1 inhibitor	TCR CD3 inh	PRMT1 FP inh
# Cc1ccc(C)c(Nc2cc(C(=O)NCc3cccnc3)c3ccccc3n2)c1 is entered as -1	-3	-1	-11	1	3	-1	-7	11	-2
# NC(=O)CSc1ccc(S(=O)(=O)N2CCCCC2)cn1 is entered as 6	-1	3	9	7	-2	11	13	1	4

# Screening data: PubChem, several laboratories

# An excerpt; count on the stated rates, not on these rows.
